# From PubChem
# DAX1 inh-1 – DAX1 (NR0B1) inhibitors on StAR promoter, primary screen, cell-based, luminescence, SF-1 (NR5A1), full-length DAX-1; HEK293T StAR-luciferase reporter, SF-1/DAX-1 repression relief; inhibition, % at 6.8 µM; 1.1% of 370,000 active; AID 652010, 2013;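 active = inhibition above the mean over all tested compounds plus 3 SD, cut at about 3.6% in these data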;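 note: 0% = DAX-1 cells with DMSO and 100% = cells lacking DAX-1 with DMSO; higher inhibition means more luminescence from relief of DAX-1 repression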
# PLC-gamma1 inh – PLC-gamma1 enzyme inhibitors, primary screen, biochemical, fluorescence, purified enzyme; 1-phosphatidylinositol 4,5-bisphosphate phosphodiesterase gamma-1 (Homo sapiens), P19174; fluorogenic substrate; inhibition, % at 12.2 µM; 0.84% of 370,000 active; in the data active = inhibition above about 9.5%
# PLCb3 inh – human PLC-beta3 inhibitors, primary screen, biochemical, fluorescence; Purified PLC-beta3, fluorogenic substrate; inhibition, % at 12.2 µM; 0.18% of 370,000 active; in the data active = inhibition above about 11%;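 note: 0% = median of compound wells on plate and 100% = full blocker control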
# hcDAF-12 act – H. contortus DAF-12 nuclear receptor activators, primary screen, cell-based, luminescence, HEK293, lit1-tk-luc reporter; HEK293 hcDAF-12 lit1-tk-luc reporter; 0% DMSO, 100% Δ7-dafachronic acid; 1.4% of 370,000 active; activation, % at 6.8 µM;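 active = activation above the mean of all tested compounds plus 3 SD, cut at about 5.5% in these data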;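 note: 100% = response to 3 µM Δ7-dafachronic acid high control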
# ADAM10 inh – human ADAM10 inhibitors, primary screen, biochemical, QFRET, HTS. recombinant ADAM10, EDANS/DABCYL FRET peptide cleavage, 3 h. inhibition, % at 7 µM. 0.62% of 370,000 active. AID 720582, 2013;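 active = inhibition above a per-campaign cutoff equal to the mean of compounds falling between control-based bounds plus 3 SD, cut at about 20% in these data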;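 note: 0% = DMSO wells while the 100% control is not disclosed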
# Target sequence (O14672 214-748 limits assumed): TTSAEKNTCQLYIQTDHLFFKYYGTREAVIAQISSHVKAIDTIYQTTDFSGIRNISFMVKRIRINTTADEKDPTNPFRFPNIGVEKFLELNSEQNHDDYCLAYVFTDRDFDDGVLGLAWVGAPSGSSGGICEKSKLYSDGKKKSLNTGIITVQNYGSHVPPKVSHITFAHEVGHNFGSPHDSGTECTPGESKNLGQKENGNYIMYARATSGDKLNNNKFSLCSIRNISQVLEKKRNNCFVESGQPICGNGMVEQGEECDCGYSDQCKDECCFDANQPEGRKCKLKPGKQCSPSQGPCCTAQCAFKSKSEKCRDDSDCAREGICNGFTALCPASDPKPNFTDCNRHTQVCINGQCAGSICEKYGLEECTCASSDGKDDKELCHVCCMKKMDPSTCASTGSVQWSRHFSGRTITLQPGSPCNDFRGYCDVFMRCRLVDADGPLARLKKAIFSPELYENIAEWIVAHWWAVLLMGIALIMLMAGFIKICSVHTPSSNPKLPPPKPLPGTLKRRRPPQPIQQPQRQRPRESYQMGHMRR
# ssDAF12 agonist – S. stercoralis DAF-12 nuclear receptor activators, primary screen, cell-based, luminescence, HEK293, GRIP1 co-expression, lit1-tk-luc; Nuclear hormone receptor DAF-12 (Strongyloides stercoralis); HEK293 ssDAF-12/GRIP1 lit1-tk-luc reporter; % of 3 µM dafachronic acid response; activation, % at 6.8 µM; 1% of 370,000 active; AID 652126, 2013;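 active = activation above the mean over all tested compounds plus 3 SD, cut at about 0.9% in these data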;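 note: 0% = DMSO-only wells and 100% = 3 µM delta7-dafachronic acid wells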
# FXN GAA850 act – FXN promoter activators, primary screen, cell-based, luciferase luminescence, HEK293 lucGAA850; AID 540364, 2011; activation, % at 6 µM; HEK293 lucGAA850 FXN promoter luciferase reporter, 24 h; percent of 10 µM SAHA response; 0.56% of 360,000 active;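 active = activation above the average of all compounds screened plus 3 SD, cutoff fixed separately per campaign, cut at about 7.5% in these data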;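 note: 0% = DMSO wells and 100% = 10 µM SAHA wells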
# ADAM17 inh – ADAM17 inhibitors, primary screen, biochemical, QFRET; Disintegrin and metalloproteinase domain-containing protein 17 (Homo sapiens), P78536; recombinant ADAM17, EDANS/DABCYL FRET peptide cleavage; inhibition, % at 6.95 µM; 0.83% of 370,000 active;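 active = inhibition above the mean of compounds lying between control limits plus 3 SD, set per campaign, cut at about 8.5% in these data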;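 note: 0% = DMSO-only wells as the low control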
# sPLA2-III inh – human group III sPLA2 inhibitors, primary screen, biochemical, QFRET, BODIPY PC-A2 liposome substrate. QFRET BODIPY PC-A2 liposome hydrolysis, fluorescence. 0.56% of 370,000 active. AID 743126, 2013. inhibition, % at 12.2 µM. Group 3 secretory phospholipase A2 (Homo sapiens), Q9NZ20;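 active = inhibition above mean plus 3 SD of compounds lying within the high and low control bounds, cut at about 19% in these data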;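 note: 0% = median of test compound wells and 100% = no enzyme DMSO wells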
# DAX1 inh-2 – DAX1 (NR0B1) inhibitors, primary screen, cell-based, HEK293, Gal4-DAX1, luciferase luminescence; Nuclear receptor subfamily 0 group B member 1 (Homo sapiens), P51843; HEK293 Gal4-DAX1 luciferase reporter; inhibition, % at 6.75 µM; 0.99% of 340,000 active; AID 504766, 2011;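 active = inhibition above the mean over all tested compounds plus 3 SD, cut at about 4.2% in these data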;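 note: 0% = DAX1-transfected cells with DMSO and 100% = empty-vector control cells with DMSO; inhibition shows as a rise in luminescence from relieved DAX1 repression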
# Target sequence (P51843 207-470 limits assumed): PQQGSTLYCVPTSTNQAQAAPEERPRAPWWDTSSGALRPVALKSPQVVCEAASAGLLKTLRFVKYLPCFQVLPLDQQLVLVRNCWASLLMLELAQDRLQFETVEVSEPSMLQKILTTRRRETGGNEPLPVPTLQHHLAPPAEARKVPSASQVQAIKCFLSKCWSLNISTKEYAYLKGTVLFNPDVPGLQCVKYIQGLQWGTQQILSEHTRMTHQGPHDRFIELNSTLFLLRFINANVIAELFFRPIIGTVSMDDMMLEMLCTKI
# hgDAF-12 ag – H. glycines DAF-12 receptor agonists, primary screen, cell-based, luminescence, HEK293, GAL4 fusion, UAS-luciferase; Nuclear hormone receptor DAF-12 (Heterodera glycines), GAL4 fusion; HEK293 GAL4-hgDAF12 UAS-luciferase reporter, agonist luminescence; normalized to butyrate control; activation, % at 6.8 µM; 1.8% of 370,000 active; AID 687014, 2013;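 active = activation above a cutoff set at the mean of all screened compounds plus 3 SD, cut at about 10% in these data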;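 note: 0% = DMSO wells and 100% = sodium butyrate wells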
# Starred values were filed as active, the others as inactive; · = not tested or not shown.
SMILES,DAX1 inh-1,PLC-gamma1 inh,PLCb3 inh,hcDAF-12 act,ADAM10 inh,ssDAF12 agonist,FXN GAA850 act,ADAM17 inh,sPLA2-III inh,DAX1 inh-2,hgDAF-12 ag
O=C(COC(=O)c1cc(=O)c2ccccc2o1)NCC1CCCCC1,0.1,3,7,0.3,5,-1.3,1.6,0,4,0.4,1.1
CCOc1cc(C(=O)Nc2ccc(S(=O)(=O)NC3=NCCCCC3)cc2)cc(OCC)c1OCC,-0.6,6,2,-0.6,-2,-1.6,0.4,2,1,-0.2,-2.2
Cc1cccc(C(=O)N2CCC(=O)N(C(COCc3ccc(Cl)cc3)Cc3ccccc3)CC2)c1 (stereo unspecified),-0.7,6,-2,0.1,10,-1.4,-5.2,0,-21,-0.8,0.2
COc1ccccc1NC1=NC(C)(C)N=C(N)N1,-0.2,3,3,-0.9,2,-0.8,-2.1,2,3,1.9,-1.6
O=C(c1cccc(S(=O)(=O)N2CCN(c3ccccc3)CC2)c1)N1CC=C(c2ccccc2)CC1,0.6,5,-3,2.7,5,-0.8,-0.5,-3,-3,0.6,0.9
CC(=O)c1ccc(N=C2C(=O)Nc3ccccc32)cc1,0.3,0,-6,-0.9,-4,-0.8,0.8,-2,1,-1.6,4.7
O=C(C1=C(O)C(=O)N(CC2CCCO2)C1c1ccc(Cl)cc1Cl)c1ccco1 (stereo unspecified),-0.1,-7,-13,-1.6,5,-1.5,0.7,2,-6,-1.1,-3.1
Cc1ccc(S(=O)(=O)N2CCCC(C(=O)NC3CCCC3)C2)cc1 (stereo unspecified),-0.2,2,0,-1.2,0,-1.4,-2.0,-3,3,-0.7,0.6
CCCC(=O)O[C@]1(C(=O)CO)CC[C@H]2[C@@H]3CCC4=CC(=O)CC[C@]4(C)[C@H]3[C@@H](O)C[C@@]21C,1.3,0,3,-1.9,-6,-0.9,-2.8,-6,-13,0.1,0.5
O=C1c2ccccc2C(=O)N1/N=C/c1ccc(Oc2ccc([N+](=O)[O-])cn2)cc1,-0.6,-2,-5,-0.8,-13,-0.9,1.3,-11,1,-0.6,1.5
CCOc1ccc(-c2nnc(-c3ccc(OC)cc3)o2)cc1,-0.1,-6,-2,-0.7,-13,-1.4,-0.1,-8,3,1.0,1.0
O=C(Nc1ccc(Cl)c(Cl)c1)c1cccnc1,0.1,4,-4,0.2,8,-1.8,3.7,1,2,6.3*,3.4
COc1cc(/C=N/NC(=O)c2ccc(NC(=O)C3CCCCC3)cc2)ccc1O,-3.6,-74,-112,-2.4,-6,-0.3,0.6,-2,6,0.3,-1.4
O=C(CCCSc1ccccc1)Nc1cccc(CO)c1,0.3,3,-2,1.9,15,-1.0,0.8,0,-8,0.8,0.9
Cc1cc(C)cc(OCC(=O)N2N=C(C(F)(F)F)CC2(O)C(C)(C)C)c1 (stereo unspecified),-0.9,-2,3,-1.4,6,-1.5,2.5,2,-19,-0.3,-1.1
CCOC(=O)/C(C#N)=C\c1cc(OC)c(OC)cc1[N+](=O)[O-],-1.1,-11,-19,-2.5,-20,-0.9,2.6,-7,0,0.2,-3.2
COCCn1c(SCC(=O)Nc2ccccc2F)nnc1-c1ccoc1C,0.0,-1,-3,-0.8,-1,-1.3,-1.1,-3,2,1.9,0.1
CC(=O)c1ccc(NC(=S)Nc2ccc3cn[nH]c3c2)cc1,-1.1,-10,-10,-1.2,-25,-1.3,-0.2,-8,6,0.4,0.3
COc1ccc(C(c2sc3nc(C)nn3c2O)N2CCC3(CC2)OCCO3)cc1 (stereo unspecified),-0.4,6,3,-1.1,0,-0.8,0.4,1,-2,0.6,-1.4
O=C1OCCC1Sc1nnc(-c2ccco2)n1-c1ccccc1 (stereo unspecified),1.3,-1,-4,-0.5,0,-0.8,-1.6,-2,-5,0.1,0.8
COc1cccc(C2CC(=O)Nc3c2c(=O)[nH]c2ncnn32)c1 (stereo unspecified),1.4,0,-1,-0.6,-5,-1.8,-0.1,-3,-6,-0.3,0.3
Cn1c(=S)c2[nH]c(SCCN3CCCC3)nc2n(C)c1=O,-0.1,-16,-29,1.9,-71,-0.5,3.1,-33,2,1.1,-0.5
CCCN(CCC)c1nc(NC2CCN(C(=O)OCC)CC2)nc(OC)n1,-1.9,-1,0,-2.3,1,-1.8,4.1,-2,-6,-1.0,-2.7
S=C1NCN(Cc2ccccc2)CN1C1CCCCC1,-0.2,-4,-2,-1.3,-16,-1.5,0.0,-4,12,0.5,-0.4
CCOc1ccc(CC(=NCCc2ccccc2)C2=C(O)CC(C)(C)CC2=O)cc1OCC,0.2,-4,-4,0.2,-7,-1.2,-1.7,-1,5,-0.6,2.5
Cc1ccc2c(CN3CCN(c4ccccc4)CC3)cc(=O)oc2c1,-0.1,-1,-1,0.0,4,-0.6,·,-1,-2,·,3.4
O=C(NCCCO)/C(=C/c1ccc(-c2cccc([N+](=O)[O-])c2)o1)NC(=O)c1ccccc1,-1.2,2,-6,-0.5,15,-1.1,2.5,0,1,3.3,3.8
O=C(C1CCN(Cc2ccccc2O)CC1)N1CCN(Cc2ccc3c(c2)OCO3)CC1,-2.0,2,-6,0.8,-9,-0.7,1.0,-2,1,-0.1,0.9
N/C(=N\OC(=O)CCc1ccccc1)c1cccnc1,-0.2,1,1,0.4,3,-0.4,2.1,1,4,-0.3,7.0
Cc1oc(C)c(C(=O)Nc2ccc(CC(=O)O)cc2)c1C(=O)Nc1ccc(CC(=O)O)cc1,-0.5,1,1,-1.2,0,-0.8,2.2,-2,-1,1.5,-1.6
COc1ccc(C2CC(c3cccs3)=NN2C(=O)CSc2nncs2)cc1OC (stereo unspecified),0.5,-7,-3,-0.8,1,-1.4,0.7,-2,-8,-0.3,-4.1
Cc1ccc2cc(CCNC(=O)C(=O)c3c(C)[nH]c4ccccc34)c(=O)[nH]c2c1,-0.5,3,4,0.6,3,-1.1,-0.9,1,-23,0.1,-4.0
Cc1ccc(C(=O)C(OC(=O)COc2ccccc2C)c2ccccc2)cc1 (stereo unspecified),-0.4,3,3,-1.1,10,-1.1,3.2,4,-14,0.3,-0.4
CC(Sc1nnc(-c2cc3ccccc3o2)n1-c1ccccc1)C(=O)O (stereo unspecified),0.3,-3,-3,2.6,4,0.5,0.7,-1,-2,1.2,1.7
O=c1ccc(S(=O)(=O)N2CCCC2)cn1Cc1ccc(F)cc1,-1.8,0,-3,1.9,-7,-1.1,3.0,-2,2,0.0,0.0
OC(c1ccccc1)(c1nc(-c2csc3ccccc23)cs1)C(F)(F)F (stereo unspecified),-0.1,3,6,-1.9,-3,-1.3,-0.6,3,-14,·,1.3
CC1=NN(C(=S)Nc2ccccc2)C(c2ccccc2)C1 (stereo unspecified),0.0,1,0,0.1,3,-0.4,1.1,0,-1,-0.1,2.0
Cn1nc(C(=O)OCC(=O)N(Cc2ccccc2)C(C)(C)C)c2ccccc2c1=O,-1.6,-1,5,-1.3,4,-1.2,1.2,0,-7,0.8,-0.1
CCCCn1c(SCC(=O)Nc2nc(C)cs2)nnc1-c1cccnc1,0.4,-1,1,0.5,-2,-2.0,-0.9,-1,0,-0.7,0.0
Cc1cccc(N2CCN(S(=O)(=O)c3ccc(-c4coc(C)n4)cc3)CC2C)c1 (stereo unspecified),-0.1,2,-7,-2.2,11,-1.1,0.5,2,-8,-0.1,-1.9

# An excerpt of these results, bar-delimited:
structure | DAX1 inh-1 | PLC-gamma1 inh | PLCb3 inh | hcDAF-12 act | ADAM10 inh | ssDAF12 agonist | FXN GAA850 act | ADAM17 inh | sPLA2-III inh | DAX1 inh-2 | hgDAF-12 ag
Cc1cccc(N2CCN(S(=O)(=O)c3ccc(-c4coc(C)n4)cc3)CC2C)c1 (stereo unspecified) | -0.1 | 2 | -7 | -2.2 | 11 | -1.1 | 0.5 | 2 | -8 | -0.1 | -1.9
Cn1nc(C(=O)OCC(=O)N(Cc2ccccc2)C(C)(C)C)c2ccccc2c1=O | -1.6 | -1 | 5 | -1.3 | 4 | -1.2 | 1.2 | 0 | -7 | 0.8 | -0.1
CC(Sc1nnc(-c2cc3ccccc3o2)n1-c1ccccc1)C(=O)O (stereo unspecified) | 0.3 | -3 | -3 | 2.6 | 4 | 0.5 | 0.7 | -1 | -2 | 1.2 | 1.7

# Other results:
SMILES,DAX1 inh-1,PLC-gamma1 inh,PLCb3 inh,hcDAF-12 act,ADAM10 inh,ssDAF12 agonist,FXN GAA850 act,ADAM17 inh,sPLA2-III inh,DAX1 inh-2,hgDAF-12 ag
CCOCCCNC(=S)NCCCNc1nc2c(C)cc(C)cc2cc1C#N,0.1,-119,-152,1.0,-289,-1.2,1.5,-92,-2,-0.7,-2.1
O=C(Nc1cccc(S(=O)(=O)N2CCCC2)c1)[C@@H]1O[C@H](CO)[C@@H](O)[C@H]1O,-0.3,-2,-2,0.0,-7,-1.1,0.1,-1,-1,·,-0.9
CCCn1c2ccc(F)cc2c2nnc(NN)nc21,-0.9,-2,3,0.1,2,-1.0,5.3,0,3,0.3,2.5
CC1CCc2[nH]c3ccc(C(=O)N4CCCC(C(F)(F)F)C4)cc3c2C1 (stereo unspecified),-1.4,-57,-55,-0.8,-2,-1.3,0.8,-4,-43,-1.2,-0.6
CCSc1nc2nccnc2c(=O)[nH]1,-0.6,-103,-128,-0.1,-334,-1.3,-2.4,-84,-1,-1.0,2.0
CC1CCc2c(sc3nc(CSc4n[nH]c(N)n4)[nH]c(=O)c23)C1 (stereo unspecified),0.7,3,-2,-2.1,15,-1.4,3.3,5,-18,0.6,0.4
O=C(Nc1nnc(-c2ccccc2)o1)c1ccc(Cl)cc1,-0.2,1,0,-2.0,-12,-1.1,1.7,-5,15,1.7,0.8
O=S(=O)(NN1CCOCC1)c1cc(Cl)cc(Cl)c1O,0.7,-1,-11,0.3,-11,-1.3,0.7,-3,3,0.5,1.7
CC(=O)Nc1ccc(S(=O)(=O)Nc2ccc3c(c2)OCO3)cc1,-0.4,0,-1,-1.3,0,-1.2,-0.6,1,-4,-1.2,-0.8
O=[N+]([O-])c1cc(S(=O)(=O)NCc2ccco2)ccc1NN=Cc1ccccn1,-0.1,2,2,-1.7,-1,-1.1,·,1,-3,·,1.2
Cc1ccc(CSCC(=O)NCc2ccc3c(c2)OCO3)cc1,-0.2,0,-7,0.6,-4,-1.2,1.4,0,0,-0.1,2.4
